# From PubChem BioAssay
# C8 TRAIL sens – viability loss with TRAIL in NB7+C8 cells, primary screen, TRAIL sensitizer project, cell-based, ATPlite luminescence. hit rate 1% among 360,000. inhibition (viability loss, TRAIL sensitization), % at 10 µM;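 active means compounds causing at least 50% loss of cell viability in the single-dose screen, relative to plate controls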
# Shn3 inh set2 – reduction of Shn3 3'UTR firefly luciferase signal, primary screen, Schnurri-3 inhibitor project, cell-based, Clone20 osteoblasts, set 2; inhibition, % at 12.5 µM; hit rate 0.52% among 360,000; Clone20 osteoblast Shn3 3'UTR firefly luciferase, 24 h;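 active means mean inhibition of at least 75% with every replicate also reaching 75%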;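 further: 0% = median of neutral control wells and 100% = pilot-screen positive control compound; some compounds past the cut are filed as inactive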
# iPSC survival up – enhancers of single-cell hiPSC survival, primary screen, ATPlite luminescence; survival enhancement, % at 20 µM; hit rate 0.044% among 360,000; AID 602274, 2012; 100% = ROCK inhibitor wells, 0% = DMSO; in the data active means survival enhancement above about 18%;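 further: cells exposed to compounds for 16 hours before the ATP read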
# CF NFkB inh – inhibitors of PAF-induced NF-kB signaling, primary screen, cell-based, GFP fluorescence, uHTS. KKLEB NF-kB-GFP reporter, GFP fluorescence overnight. inhibition, % at 5 µM. hit rate 0.86% among 360,000. AID 588850, 2011;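 active means at least 50% inhibition at 5 µM, scaled per plate between neutral and stimulator controls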;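 further: PAF is a Pseudomonas aeruginosa culture filtrate used as stimulus; plate controls were PAF-stimulated DMSO wells for no effect and unstimulated DMSO wells for full effect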
# LMP1 NFkB inh – EBV LMP1-driven NF-kappaB luciferase reporter inhibitors, primary screen, cell-based, luminescence, single point | inhibition, % at 12.5 µM | AID 504558, 2011 | LMP1-induced NF-kappaB luciferase reporter cells | hit rate 0.69% among 350,000; in the data active means inhibition above about 41%;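 further: 0% = neutral control wells and 100% = reference inhibitor control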
# NR2E3 ag-1 – NR2E3 agonists in two-hybrid cells, primary screen, cell-based, luminescence, CHO-S, Gal4-NCOR/VP16-NR2E3; hit rate 0.35% among 360,000; inhibition of corepressor binding, % at 3.98 µM; AID 602229, 2012; Photoreceptor-specific nuclear receptor (Homo sapiens), Q9Y5X4; luciferase;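 active means inhibition above the mean of all tested compounds plus 3 SD, cut at about 70% in these data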;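 further: 0% = DMSO with NR2E3 transfected cells and 100% = cells lacking NR2E3 construct; higher means lower luciferase signal from less NR2E3 corepressor binding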
# Target sequence (Q9Y5X4 whole entry, looked up, the tested form may be a part): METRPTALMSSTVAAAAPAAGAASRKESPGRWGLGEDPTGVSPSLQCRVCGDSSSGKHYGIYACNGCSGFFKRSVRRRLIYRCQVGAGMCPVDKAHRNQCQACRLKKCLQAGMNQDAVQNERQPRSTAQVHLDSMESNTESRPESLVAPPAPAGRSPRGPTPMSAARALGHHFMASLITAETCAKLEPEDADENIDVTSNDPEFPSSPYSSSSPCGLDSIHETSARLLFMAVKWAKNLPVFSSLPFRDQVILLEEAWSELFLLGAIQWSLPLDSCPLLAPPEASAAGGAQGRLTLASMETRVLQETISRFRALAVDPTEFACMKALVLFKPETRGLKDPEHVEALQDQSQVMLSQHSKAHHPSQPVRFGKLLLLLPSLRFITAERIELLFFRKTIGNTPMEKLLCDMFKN
# MITF TRPM1 inh – inhibitors of MITF-dependent TRPM1 promoter reporter, primary screen, cell-based, SK-MEL-5, single point, luciferase; SK-MEL-5 TRPM1 promoter luciferase, 24 h; inhibition, % at 12.5 µM; AID 488899, 2010; hit rate 0.83% among 330,000;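 active means mean inhibition across replicates of 60% or more, whatever share of single replicates reaches that level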; further: values of inactives mirror those of a sister screen read the other way
# HIF-2a block – HIF-2a reporter inhibitors, primary screen, luminescence, 786-0 RCC cells; hit rate 0.72% among 360,000; AID 624352, 2012; inhibition, % at 18.8 µM; 786-0 RCC cells HIF-2a reporter, luciferase luminescence, overnight;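 active means inhibition of the luminescence signal of 40% or more relative to plate controls, in a single-dose primary screen at 18.75 µM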
# KKLEB tox – cytotoxicity in KKLEB CF airway cells, primary screen, cytotoxicity control for CF NF-kB inhibitor project, cell-based, uHTS, fluorescence assay plates. KKLEB CF airway cells viability, ATPlite luminescence, overnight; hits give low values; cells stimulated with P. aeruginosa culture filtrate. activity change (cytotoxicity), % at 5 µM. hit rate 0.36% among 360,000;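 active means corrected activity change at or below -50% at 5 µM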
# NR2E3 ag-2 – inhibitors of NR2E3-RetCOR corepressor binding, primary screen, NR2E3 agonist project, biochemical, TR-FRET, GST-NR2E3, biotin-RetCOR; hit rate 0.12% among 320,000; 1536-well; AID 2300, 2010; inhibition of corepressor binding, % at 4.78 µM;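 active means percent inhibition above the cutoff of mean plus 3 SD of all tested compounds, set per screening campaign, cut at about 20% in these data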;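 further: 0% = DMSO wells and 100% = biotin wells as full block of FRET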
#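 Test system – NR2E3–RetCOR corepressor complex · Quantity – NR2E3 fusion 1.35 nM · Buffer or medium – Tris pH 7.5 · Incubation – Compound–protein incubation for 5 h at 4 °C · Technique – TR-FRET, Eu(K)-anti-GST donor, streptavidin-D2 acceptor, ex 340, em 617/671 nm · Evaluation – percent inhibition of 671/617 nm emission ratio versus biotin and DMSO controls · Plate – 1536-well format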
# Peg3 promoter – Peg3 promoter-driven luciferase inhibitors, primary screen, cell-based, HeLa, luciferase luminescence; HeLa PEG-Prom luciferase reporter, overnight; hit rate 1.7% among 360,000; inhibition, % at 20 µM;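 active means inhibition of at least 50% at 20 µM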
# * marks the source's active call; other numbers are inactive results; nt = not tested or not shown. These rows are one share of the data; the hit share may differ from the screen's.
no.	Compound	C8 TRAIL sens	Shn3 inh set2	iPSC survival up	CF NFkB inh	LMP1 NFkB inh	NR2E3 ag-1	MITF TRPM1 inh	HIF-2a block	KKLEB tox	NR2E3 ag-2	Peg3 promoter
1	COc1ccc(NC(=O)CC(C)c2ccccc2)cc1S(=O)(=O)N1CCOCC1 (configuration not stated)	0	15	0.0	1	6	-18	17	3	-4	2	-8
2	CCN(C(=O)c1cc(OC)c(OC)c(OC)c1)C1CCCCC1	1	17	4.3	-12	48*	-32	nt	7	3	nt	6
3	CCCC(C)(C)C(=O)N1CCC1(C)C(=O)Nc1cccc2ccccc12 (configuration not stated)	14	20	-0.6	21	nt	13	nt	0	-6	nt	8
4	NC(=O)[C@@H]1CC2(CC(c3cccc(NC(=O)CC(c4ccccc4)c4ccccc4)c3)=NO2)CN1C(=O)COc1ccc(Cl)cc1 (some centres not stated)	41	28	-0.7	8	5	-24	4	-1	-11	-2	31
5	CC(C)NC(=O)C1CC(=O)N(C(C)c2ccccc2)C1 (configuration not stated)	3	-16	-1.7	12	-7	2	15	4	4	1	5
6	COc1cccc2cc(CC(=O)c3ccc(C)cc3C)c(=O)oc12	-11	-109	0.2	4	-6	-67	-83	-238	6	1	-213
7	O=C(CCNC(=O)c1ccccc1Cl)Nc1nc(-c2ccc3ccccc3c2)cs1	6	28	0.7	-14	22	-8	-7	-28	-15	2	-1
8	CCOC(=O)C1=C(C)N=c2s/c(=C/c3cccc([N+](=O)[O-])c3O)c(=O)n2C1c1ccccc1 (configuration not stated)	0	-23	-0.1	21	7	-2	19	16	10	-4	49
9	COC(=O)C1C(=O)C2=C(CC1C)NC(C)=C(C(=O)OC1CCCCC1)C2c1ccc(N(C)C)cc1 (configuration not stated)	-26	17	-1.5	12	-5	3	17	16	-14	2	5
10	COC(=O)c1c(NC(=O)CN(C)CC(=O)Nc2ccc(C)cc2)sc2c1CCC(C)C2 (configuration not stated)	0	-4	0.2	-17	-6	2	13	-20	10	2	-6
11	COC(=O)c1sc2ccccc2c1NC(=O)c1ccc(S(=O)(=O)N2CCC(C)CC2)cc1	-3	25	-0.7	0	3	25	10	17	-5	-3	34
12	CC(Oc1ccccc1)c1ccnn1S(=O)(=O)c1ccccc1 (configuration not stated)	-7	14	-2.0	-8	3	25	-4	6	-5	1	7
13	CCOC(=O)N1CCC(Nc2nc3ccccc3n3nnnc23)CC1	-20	-14	1.1	-9	-11	-33	-6	-99	7	4	-81
14	CCOc1ccc(CCNC(=O)c2ccc(F)c(S(=O)(=O)N3CCOCC3)c2)cc1OCC	-15	6	-0.5	22	4	-27	9	5	0	3	28
15	O=C1CC(N2CCCc3ccccc32)C(=O)N1c1ccccc1Cl (configuration not stated)	-4	-3	2.9	-1	0	5	12	-30	-15	0	15
16	COc1ccc(C(=O)C(O)C(c2ccc(C)cc2)N2CCOCC2)cc1OC (configuration not stated)	-4	-12	0.4	6	-2	1	7	7	4	-1	-2
17	O=C(NCCc1ccccc1)C1(S(=O)(=O)c2ccc(Cl)cc2)CC1	2	13	-0.5	2	-7	-1	4	14	12	-1	8
18	CC(Sc1nc(N)c2c3c(sc2n1)CSC(C)(C)C3)C(=O)Nc1ccccc1 (configuration not stated)	6	12	0.8	9	15	-1	-12	-22	-22	1	23
19	O=c1cc(N2CCCCC2)c(-c2ccccc2)n[nH]1	-4	-9	0.7	8	-12	-21	-3	21	8	4	6
20	COc1cccc(/C(C)=N/NS(=O)(=O)c2ccc(Cl)cc2)c1	0	2	-1.0	2	6	-10	-4	11	-24	1	20
21	CN1CCN(C(=O)CSc2ccc(Cl)cc2)CC1	0	-41	0.8	14	0	-7	-5	-85	0	-2	-86
22	CC(C)c1ccc(S(=O)(=O)c2cnc(=S)[nH]c2N)cc1	1	-9	-0.5	-9	7	-43	4	15	5	-1	9
23	COc1cccc(C(=O)Nc2ccc(NC(=O)C3CC=CCC3C(=O)O)cc2)c1 (configuration not stated)	0	1	-0.1	-5	8	-42	7	11	0	0	10
24	Cc1ccc(/C(N)=N/OC(=O)COc2ccccc2Cl)cc1	0	-60	-1.7	-12	-46	-72	-29	-286	-1	0	-295
25	CN(C(=O)CSC1=Nc2ccccc2C2=NC(c3ccccc3)C(=O)N12)C1CCCCC1 (configuration not stated)	10	5	4.1	-3	3	-9	13	-17	-1	4	-3
26	CC(=O)Nc1ccc(/C(C)=N/NS(=O)(=O)c2ccccc2)cc1	22	-4	-0.8	-6	-6	-31	4	-13	-3	-2	12
27	Cc1nn(-c2ccccc2)c(N)c1N=Nc1cccc(S(=O)(=O)N2CCOCC2)c1	10	24	0.1	-6	-5	-10	-12	-28	-17	0	4
28	CN1CCCN(C(=O)c2ccc(Br)s2)CC1	-19	8	-0.4	29	1	-30	-7	3	-7	2	11
29	Cc1onc(-c2ccccc2)c1C(=O)NC(=S)NNC(=O)c1ccncc1	6	-12	-2.1	-11	7	-8	11	7	4	2	-5
30	CN(C(=O)c1ccccc1OC1CCN(S(C)(=O)=O)CC1)C1CCOC1 (configuration not stated)	3	4	1.5	11	-8	12	-16	-5	5	0	-9
31	Cc1cnc(C(=O)Nc2cccc(-c3nnc4n3CCCCC4)c2)cn1	-8	nt	-1.5	5	7	-13	17	-1	0	2	9
32	CC(=O)Nc1ccc(S(=O)(=O)N(C)CC(=O)NNc2c(F)c(F)cc(F)c2F)cc1	-12	7	-0.3	-10	-4	-13	1	7	-11	nt	9
33	O=C(COc1ccc(F)cc1Cl)Nc1cccc(S(=O)(=O)N2CCCCCC2)c1	-8	12	-0.8	5	7	-2	-8	-9	8	4	1
34	O=C(CCN1C(=O)c2ccccc2S1(=O)=O)Nc1ccccc1O	3	13	2.1	9	4	-25	-5	0	0	1	4
35	COc1ccc(C(=O)Nc2ccc(C3(C#N)CCCC3)cc2)cc1	30	-15	-0.1	-20	-13	-20	-12	-136	-2	0	-83
36	C=CCOc1cccc(CNCCCN2CCOCC2)c1	-10	-56	2.9	-2	-16	-17	3	12	4	-2	-10
37	O=C(COC(=O)c1ccccc1C(=O)c1ccccc1)NCCc1ccc(Cl)cc1Cl	0	-7	-0.9	8	0	13	4	8	-3	-4	32
38	CC1CCCCN1c1nnc(NC(=O)Cn2c(=O)oc3ccccc32)s1 (configuration not stated)	-21	-17	2.2	8	10	-15	-1	5	-1	2	-12
39	N#Cc1ccc(-c2nc3ccccc3nc2-c2ccccc2)cc1C#N	0	-13	1.8	-13	4	-26	5	18	4	1	9
40	COc1ccc(OC)c(/C=C/C(=O)N2CCN(S(=O)(=O)c3cc(C)ccc3C)CC2)c1	10	3	-0.6	-10	3	5	-4	18	9	2	27
41	Cc1cc(Cl)c(S(=O)(=O)Nc2ccc3c(c2)OCCO3)cc1OCC(=O)NC1CCCCC1	5	16	0.0	7	10	-26	2	29	-1	-4	40
42	CCCc1c(C(=O)N/N=C/C2CC=CCC2)nnn1-c1nonc1N (configuration not stated)	-15	7	-2.5	-5	-1	-13	nt	17	0	nt	14
43	CCOc1ccccc1-c1nc(-c2cc3ccccc3nc2OC)no1	2	6	2.1	13	5	-4	23	11	-7	3	27
44	O=C(CN1CSCC1=O)N1CCN(S(=O)(=O)c2cc(C(F)(F)F)ccc2Cl)CC1	4	12	-0.5	-9	0	6	6	7	3	nt	6
45	Cn1c(NC(=O)c2ccccc2)c(-c2ccccn2)c(=O)c2ccccc21	-9	-3	-1.6	-2	-2	-7	3	19	-5	0	11
46	C=CCn1c(Sc2nncn2C)nc2c1c(=O)[nH]c(=O)n2C	-4	-15	3.7	0	2	-11	3	1	-2	1	18
47	COc1ccccc1N1CCN(CCCNc2c(C)c(=O)n(C)c(=O)n2C)CC1	-6	3	2.0	-9	-10	-2	11	-6	32	2	-12
48	Fc1cccc(-c2n[nH]c(=S)n2-c2ccccc2)c1	9	-4	-0.2	-11	8	2	-2	7	-6	15	7
49	COc1ccc(NC(=S)NNC(=O)C2CC2c2ccc(C)cc2)cc1 (configuration not stated)	-6	24	-1.0	-16	-3	-25	-8	17	-11	2	21
50	Cc1ccc(S(=O)(=O)N2CCCCC2)cc1NC(=O)COC(=O)Cc1cccc(C(F)(F)F)c1	2	8	-1.4	13	-6	-2	0	9	-2	3	1

# Structural class: the entries above containing a CF3 group (two)
no.	Compound	C8 TRAIL sens	Shn3 inh set2	iPSC survival up	CF NFkB inh	LMP1 NFkB inh	NR2E3 ag-1	MITF TRPM1 inh	HIF-2a block	KKLEB tox	NR2E3 ag-2	Peg3 promoter
44	O=C(CN1CSCC1=O)N1CCN(S(=O)(=O)c2cc(C(F)(F)F)ccc2Cl)CC1	4	12	-0.5	-9	0	6	6	7	3	nt	6
50	Cc1ccc(S(=O)(=O)N2CCCCC2)cc1NC(=O)COC(=O)Cc1cccc(C(F)(F)F)c1	2	8	-1.4	13	-6	-2	0	9	-2	3	1

# (continued)
no.	Compound	C8 TRAIL sens	Shn3 inh set2	iPSC survival up	CF NFkB inh	LMP1 NFkB inh	NR2E3 ag-1	MITF TRPM1 inh	HIF-2a block	KKLEB tox	NR2E3 ag-2	Peg3 promoter
51	CS(=O)(=O)c1ccc2sc(NC(=O)c3cc4ccccc4o3)nc2c1	25	-12	-0.4	18	-9	-13	-32	-170	-3	2	-172
52	Cc1ccccc1C1CC(c2ccccc2)Nc2ncnn21 (configuration not stated)	-12	-34	-0.1	-30	-7	11	nt	11	20	-1	10
53	C=CCOc1c(Cl)cc(Cl)cc1S(=O)(=O)NCCO	-1	6	-1.5	19	-6	0	-2	16	8	nt	2
54	Cc1c(Cl)ccc2c(C(=O)Nc3cc(C(C)(C)C)on3)cc(-c3ccccn3)nc12	6	12	-0.6	18	-22	-13	20	6	-17	1	27
55	OC1CCCCC1	-8	-19	0.4	12	13	2	5	10	-3	3	4
56	Clc1ccc(-c2nc3ccc(Cl)cn3c2Cc2cccc(Cl)c2)cc1	6	-23	-0.6	4	nt	9	nt	-184	8	nt	-79
57	COc1ccc(C2C(C(C)=O)=C(O)C(=O)N2c2ccc(C)cc2)cc1 (configuration not stated)	-26	3	-0.4	16	-1	-7	nt	-71	1	7	-20
58	COc1ccc(NC(=O)CN2CC(c3ccccc3)CC2=O)cc1OC (configuration not stated)	-4	-14	0.0	-1	4	-10	-4	7	-5	-2	2
59	CCn1cc(C(=O)Nc2cccc(C(=O)OC)c2)c(=O)c2ccc(C)nc21	-1	8	-0.1	-1	-4	-6	-8	-3	7	2	-15
